GC-A act – GC-A (human) enzyme activation | P16066 | HEK293 GC-A cells, cGMP TR-FRET, EC30 ANP; 0% at EC30 ANP, 100% saturating ANP | activation, % at 10 µM | 0.14% of 370,000 active; in the data active means activation above about 40%
sPLA2-III inh – Blocks human group III sPLA2 activity | QFRET BODIPY PC-A2 liposome hydrolysis, fluorescence | inhibition, % at 12.2 µM | 0.56% of 370,000 active;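 active means inhibition above mean plus 3 SD of compounds lying within the high and low control bounds, cut at about 19% in these data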;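 further: 0% = median of test compound wells and 100% = no enzyme DMSO wells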
FXN GAA850 act – activators of GAA850 frataxin (FXN) promoter; HEK293 lucGAA850 FXN promoter luciferase reporter, 24 h; percent of 10 µM SAHA response; activation, % at 6 µM; 0.56% of 360,000 active; AID 540364;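 active means activation above the average of all compounds screened plus 3 SD, cutoff fixed separately per campaign, cut at about 7.5% in these data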;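 further: 0% = DMSO wells and 100% = 10 µM SAHA wells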
ARFGAP1 inh – rat ARFGAP1 inhibition. 0.26% of 360,000 active. inhibition, % at 16.5 µM. Arfgap1-stimulated ARF1 GTP hydrolysis, GDP FP detection;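 active means inhibition above a per-plate limit, mean inhibition of low control wells plus 3 SD, cut at about 25% in these data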;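 further: 0% = DMSO wells with enzyme and 100% = wells lacking Arfgap1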
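Material: rat Arfgap1 GAP domain (His6, aa 1-136), purified enzyme. Also added: human ARF1(Δ1-17)-GTP substrate. Compound dosing: 16.5 µM single point, 1.26% DMSO. Timing: enzyme reaction 120 min at 25 °C after 20 min preincubation. Signal: GDP detection by fluorescence polarization. Read-out basis: percent inhibition of GAP-stimulated GDP formation, scaled between DMSO and no-Arfgap1 medians.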
ADAM10 inh – inhibitors of human ADAM10 | recombinant ADAM10, EDANS/DABCYL FRET peptide cleavage, 3 h | O14672 | inhibition, % at 7 µM | 0.62% of 370,000 active | AID 720582;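 active means inhibition above a per-campaign cutoff equal to the mean of compounds falling between control-based bounds plus 3 SD, cut at about 20% in these data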;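 further: 0% = DMSO wells while the 100% control is not disclosed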
NPR2 activator – GC-B (human) receptor activation; HEK293-GC-B cells, CNP EC30, cGMP TR-FRET; 0% at EC30 CNP, 100% saturating CNP; activation, % at 10 µM; 0.11% of 370,000 active;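 active means activation at 10 µM reaching about 35% in either raw or pattern-adjusted values, limit read from the data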
Target sequence (P20594 whole entry, looked up): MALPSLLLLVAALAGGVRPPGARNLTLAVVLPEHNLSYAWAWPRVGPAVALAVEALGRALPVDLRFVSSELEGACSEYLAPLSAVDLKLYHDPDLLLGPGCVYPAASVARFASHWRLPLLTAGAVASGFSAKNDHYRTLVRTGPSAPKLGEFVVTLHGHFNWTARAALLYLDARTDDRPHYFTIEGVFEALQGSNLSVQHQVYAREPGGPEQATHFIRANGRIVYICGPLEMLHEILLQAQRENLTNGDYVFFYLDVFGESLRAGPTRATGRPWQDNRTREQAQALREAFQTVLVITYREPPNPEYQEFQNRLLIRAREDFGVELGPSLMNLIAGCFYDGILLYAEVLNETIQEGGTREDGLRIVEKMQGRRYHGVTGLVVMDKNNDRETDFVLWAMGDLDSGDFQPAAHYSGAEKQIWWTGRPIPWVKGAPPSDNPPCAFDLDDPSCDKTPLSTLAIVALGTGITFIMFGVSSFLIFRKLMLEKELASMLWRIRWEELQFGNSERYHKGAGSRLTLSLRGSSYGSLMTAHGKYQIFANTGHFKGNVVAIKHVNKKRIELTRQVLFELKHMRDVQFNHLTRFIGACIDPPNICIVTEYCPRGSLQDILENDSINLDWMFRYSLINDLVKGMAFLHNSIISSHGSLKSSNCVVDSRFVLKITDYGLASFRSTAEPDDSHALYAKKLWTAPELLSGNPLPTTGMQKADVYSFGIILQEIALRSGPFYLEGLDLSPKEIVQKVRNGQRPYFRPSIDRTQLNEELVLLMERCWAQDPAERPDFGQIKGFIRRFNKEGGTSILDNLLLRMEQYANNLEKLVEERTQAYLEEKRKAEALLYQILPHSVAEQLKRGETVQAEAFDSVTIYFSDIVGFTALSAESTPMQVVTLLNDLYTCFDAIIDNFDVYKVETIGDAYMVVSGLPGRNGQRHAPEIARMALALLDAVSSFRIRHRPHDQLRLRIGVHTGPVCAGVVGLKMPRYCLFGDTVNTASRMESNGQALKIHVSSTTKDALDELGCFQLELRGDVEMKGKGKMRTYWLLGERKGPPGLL
rCAG RNA binder – binds r(CAG) RNA repeats | r(CAG) RNA repeat, TO-PRO-1 dye displacement fluorescence | inhibition, % at 3 µM | 1.3% of 370,000 active | AID 651821;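 active means inhibition above the plate cutoff, the mean of all test compounds on that plate plus 3 SD, cut at about 35% in these data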;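 further: 0% = DMSO alone and 100% = 100 µM mitoxantrone as full dye displacement; higher means more dye released from RNA so lower well fluorescence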
ASAP1 inh – ASAP1 ArfGAP inhibition | Q9ULH1 | ASAP1-stimulated ARF1 GTP hydrolysis, GDP FP detection | inhibition, % at 16.5 µM | 0.19% of 360,000 active | AID 624377; in the data active means inhibition above about 25%;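 further: 0% = vehicle with enzyme and substrate and 100% = no enzyme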
KLK7 zymogen act – activators of human kallikrein-7 zymogen. P49862. purified proKLK7, EDANS-DABCYL substrate fluorescence; 100% is mature enzyme control, 0% vehicle. activation, % at 7 µM. 0.9% of 370,000 active. AID 652039;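 active means activation above the mean of all tested compounds plus 3 SD, computed per campaign excluding outliers beyond control limits, cut at about 13% in these data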
DDE Tn6 FP inh – inhibitors of Tn6 peptide binding to human fibrin DD(E). P02675. Fibrin DD(E) TRITC-Tn6 fluorescence polarization displacement. inhibition, % at 8.3 µM. 0.21% of 370,000 active. AID 720509;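 active means inhibition above a per-campaign cutoff: mean of compounds within control limits plus 3 SD, cut at about 15% in these data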;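 further: 0% = median of all compound wells on the plate and 100% = blocking peptide control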
An asterisk follows results filed as active.

The opening two compounds, ahead of the listing:
Results for CC(C)(C)OC(=O)NC(CNCc1ccccc1)Cc1ccccc1 (stereo not given) ?
GC-A act: -3; sPLA2-III inh: 2; FXN GAA850 act: -2.7; ARFGAP1 inh: 19; ADAM10 inh: 3; NPR2 activator: -1; rCAG RNA binder: -9; ASAP1 inh: 5; KLK7 zymogen act: 0.2; DDE Tn6 FP inh: 1

How did C#CCNC(=O)C[C@@H]1C[C@@]2(C(=O)OC)CCCCC=C2N(CCc2ccc(OC)c(OC)c2)C1=O do in these assays?
GC-A act: -1; sPLA2-III inh: 0; ARFGAP1 inh: 0; ADAM10 inh: -3; NPR2 activator: -4; rCAG RNA binder: -2; ASAP1 inh: 8; KLK7 zymogen act: 0.1; DDE Tn6 FP inh: -3

The listing, from the start:
Results for CC(C)(C)OC(=O)NC(CNCc1ccccc1)Cc1ccccc1 (stereo not given) ?
GC-A act: -3; sPLA2-III inh: 2; FXN GAA850 act: -2.7; ARFGAP1 inh: 19; ADAM10 inh: 3; NPR2 activator: -1; rCAG RNA binder: -9; ASAP1 inh: 5; KLK7 zymogen act: 0.2; DDE Tn6 FP inh: 1

How did C#CCNC(=O)C[C@@H]1C[C@@]2(C(=O)OC)CCCCC=C2N(CCc2ccc(OC)c(OC)c2)C1=O do in these assays?
GC-A act: -1; sPLA2-III inh: 0; ARFGAP1 inh: 0; ADAM10 inh: -3; NPR2 activator: -4; rCAG RNA binder: -2; ASAP1 inh: 8; KLK7 zymogen act: 0.1; DDE Tn6 FP inh: -3

Results for N=C1c2ccccc2-c2ccccc21 ?
GC-A act: 5; sPLA2-III inh: 4; FXN GAA850 act: -1.4; ARFGAP1 inh: 2; ADAM10 inh: -3; NPR2 activator: -2; rCAG RNA binder: 1; ASAP1 inh: -5; KLK7 zymogen act: -0.2; DDE Tn6 FP inh: 7

What do the screens show for `Cc1[nH]c2ccccc2c1SCC(=O)N1CCC(C)CC1`?
GC-A act: 4; sPLA2-III inh: -11; FXN GAA850 act: -0.6; ARFGAP1 inh: 3; ADAM10 inh: -6; NPR2 activator: -2; rCAG RNA binder: -6; ASAP1 inh: -9; KLK7 zymogen act: 0.5; DDE Tn6 FP inh: 1

Results for CC(C)C[C@H]1CN([C@@H](Cc2ccc(O)cc2)CN2CCC[C@@H]2CN2C(=O)C(=O)NC[C@@H]2Cc2ccccc2)C(=O)C(=O)N1CC1CCCCC1 ?
GC-A act: 1; sPLA2-III inh: -29; FXN GAA850 act: 1.7; ARFGAP1 inh: 0; ADAM10 inh: 1; NPR2 activator: 2; rCAG RNA binder: 3; ASAP1 inh: 11; KLK7 zymogen act: 0.1; DDE Tn6 FP inh: 1

What do the screens show for `O=C(Nc1ccc([N+](=O)[O-])cc1)N1CCCCC1`?
GC-A act: 4; sPLA2-III inh: 4; FXN GAA850 act: 3.0; ARFGAP1 inh: 7; ADAM10 inh: 2; NPR2 activator: 0; rCAG RNA binder: -1; ASAP1 inh: 12; KLK7 zymogen act: -0.1; DDE Tn6 FP inh: -3

Results for Cc1csc2ncc(C(=O)N3CCc4ccccc43)c(=O)n12 ?
GC-A act: -2; sPLA2-III inh: -2; FXN GAA850 act: -0.4; ARFGAP1 inh: 2; ADAM10 inh: -19; NPR2 activator: 3; rCAG RNA binder: 2; ASAP1 inh: 19; KLK7 zymogen act: -0.1; DDE Tn6 FP inh: -3

How did O=C(CC1(C(F)(F)F)OCCO1)Nc1ccc2c(c1)OCO2 do in these assays?
GC-A act: 7; sPLA2-III inh: 4; FXN GAA850 act: 0.9; ARFGAP1 inh: -4; ADAM10 inh: -6; NPR2 activator: -1; rCAG RNA binder: 0; ASAP1 inh: -4; KLK7 zymogen act: -0.3; DDE Tn6 FP inh: 1

Results for C=CCN1[C@@H](C)[C@H](c2ccccc2)Oc2cccc(NCC(C)C)c2S1(=O)=O ?
GC-A act: -6; sPLA2-III inh: 8; ARFGAP1 inh: 2; ADAM10 inh: -8; NPR2 activator: 0; rCAG RNA binder: 1; ASAP1 inh: 2; KLK7 zymogen act: -0.6; DDE Tn6 FP inh: 4

What do the screens show for `CCN(CC)CCNC(=O)c1ccc(NC(=O)Nc2cccc3ccccc23)cc1`?
GC-A act: -3; sPLA2-III inh: -9; FXN GAA850 act: -1.4; ARFGAP1 inh: 6; ADAM10 inh: -60; NPR2 activator: 1; rCAG RNA binder: 6; ASAP1 inh: 9; KLK7 zymogen act: -1.7; DDE Tn6 FP inh: 2

Results for C=C(C)c1cccc(C(C)(C)NC(=O)Nc2ccc(Cl)cn2)c1 ?
GC-A act: -3; sPLA2-III inh: -10; FXN GAA850 act: 2.1; ARFGAP1 inh: 16; ADAM10 inh: 7; NPR2 activator: -3; rCAG RNA binder: -5; ASAP1 inh: -18; KLK7 zymogen act: 0.0; DDE Tn6 FP inh: 5

What do the screens show for `O=C1CN(C(=O)COc2ncnc3ccccc23)c2ccccc2N1`?
GC-A act: 0; sPLA2-III inh: -3; FXN GAA850 act: 3.3; ARFGAP1 inh: 3; ADAM10 inh: -6; NPR2 activator: -2; rCAG RNA binder: -3; ASAP1 inh: -13; KLK7 zymogen act: 0.4; DDE Tn6 FP inh: 1

What do the screens show for `Cc1ccc(C)c(NC(=O)CCOc2ccccc2)c1`?
GC-A act: 3; sPLA2-III inh: 2; FXN GAA850 act: 0.2; ARFGAP1 inh: -3; ADAM10 inh: -3; NPR2 activator: 1; rCAG RNA binder: -4; ASAP1 inh: 1; KLK7 zymogen act: -0.3; DDE Tn6 FP inh: 7

What do the screens show for `Clc1ccccc1Cc1noc(CN2CCN(c3cnccn3)CC2)n1`?
GC-A act: 1; sPLA2-III inh: 3; FXN GAA850 act: 2.7; ARFGAP1 inh: 0; ADAM10 inh: -11; NPR2 activator: -1; rCAG RNA binder: -8; ASAP1 inh: 0; KLK7 zymogen act: 0.2; DDE Tn6 FP inh: 1

Results for COc1ccc(C(CNC(=O)c2ccc(OCc3c(C)noc3C)cc2)N2CCCC2)cc1 (stereo not given) ?
GC-A act: 2; sPLA2-III inh: -5; FXN GAA850 act: -1.3; ARFGAP1 inh: 0; ADAM10 inh: -4; NPR2 activator: 0; rCAG RNA binder: 3; ASAP1 inh: -11; KLK7 zymogen act: 0.5; DDE Tn6 FP inh: 2

Results for CCc1[nH]nc2c1C(c1cccc(OC(=O)N3CCOCC3)c1)C(C#N)=C(N)O2 (stereo not given) ?
GC-A act: 1; sPLA2-III inh: 6; FXN GAA850 act: 2.0; ARFGAP1 inh: 8; ADAM10 inh: 0; NPR2 activator: -2; rCAG RNA binder: -2; ASAP1 inh: 3; KLK7 zymogen act: 0.0; DDE Tn6 FP inh: -6

How did CCOC(=O)C1=C(C)NC2=C(C(=O)c3ccccc32)C1c1ccc([N+](=O)[O-])o1 (stereo not given) do in these assays?
GC-A act: -3; sPLA2-III inh: -1; FXN GAA850 act: -0.2; ARFGAP1 inh: 10; ADAM10 inh: -2; NPR2 activator: -6; rCAG RNA binder: 21; ASAP1 inh: -10; KLK7 zymogen act: -2.2; DDE Tn6 FP inh: -4

Results for CN(C)S(=O)(=O)N1C(=O)c2ccccc2C1=O ?
GC-A act: 2; sPLA2-III inh: 7; FXN GAA850 act: 0.6; ARFGAP1 inh: -12; ADAM10 inh: -3; NPR2 activator: 2; rCAG RNA binder: 1; ASAP1 inh: -6; KLK7 zymogen act: -0.2; DDE Tn6 FP inh: -1

Results for COC(=O)c1ccc(CSc2nnc(Nc3ccccc3OC)s2)o1 ?
GC-A act: -4; sPLA2-III inh: -7; ARFGAP1 inh: 12; ADAM10 inh: 11; NPR2 activator: 0; rCAG RNA binder: 5; ASAP1 inh: 11; KLK7 zymogen act: -0.2; DDE Tn6 FP inh: 4

What do the screens show for `O=S1(=O)N=C(N(CCO)/N=C/c2ccc(Cl)cc2)c2ccccc21`?
GC-A act: 15; sPLA2-III inh: -5; FXN GAA850 act: -0.2; ARFGAP1 inh: 3; ADAM10 inh: 3; NPR2 activator: 29; rCAG RNA binder: -1; ASAP1 inh: -1; KLK7 zymogen act: 0.2; DDE Tn6 FP inh: 1

How did CCOC(=O)c1cc2c(N)c(C(=O)c3ccc(Br)cc3)sc2[nH]c1=O do in these assays?
GC-A act: 5; sPLA2-III inh: -4; FXN GAA850 act: -1.1; ARFGAP1 inh: -8; ADAM10 inh: 1; NPR2 activator: -16; rCAG RNA binder: 11; ASAP1 inh: -6; KLK7 zymogen act: 0.0; DDE Tn6 FP inh: -5

How did COc1nccnc1NS(=O)(=O)c1ccc(NS(=O)(=O)c2ccc(NC(C)=O)cc2)cc1 do in these assays?
GC-A act: 3; sPLA2-III inh: 1; FXN GAA850 act: -1.8; ARFGAP1 inh: 2; ADAM10 inh: 0; NPR2 activator: -3; rCAG RNA binder: 4; ASAP1 inh: 5; KLK7 zymogen act: 0.1; DDE Tn6 FP inh: -6

Results for COc1cc2c(cc1OC)C(C1C(=O)CC(C)(C)CC1=O)N(C(=O)CCl)CC2 (stereo not given) ?
GC-A act: 3; sPLA2-III inh: 2; FXN GAA850 act: 1.0; ARFGAP1 inh: -14; ADAM10 inh: -460; NPR2 activator: 4; rCAG RNA binder: -1; ASAP1 inh: -6; KLK7 zymogen act: 124*; DDE Tn6 FP inh: 10

How did CC(=O)N1CCN(C(=O)c2ccc(CNC(=O)c3cccc(Br)c3)cc2)CC1 do in these assays?
GC-A act: 2; sPLA2-III inh: 1; ADAM10 inh: 0; NPR2 activator: -7; rCAG RNA binder: 0; KLK7 zymogen act: -0.2; DDE Tn6 FP inh: 7

What do the screens show for `Cc1ccnc2nc(C(=O)OCC(=O)Nc3ccc4c(c3)OCCO4)nn12`?
GC-A act: -2; sPLA2-III inh: -2; FXN GAA850 act: -1.6; ARFGAP1 inh: 8; ADAM10 inh: -1; NPR2 activator: -1; rCAG RNA binder: 2; ASAP1 inh: 2; KLK7 zymogen act: -0.1; DDE Tn6 FP inh: 3

What do the screens show for `O=C(CSc1nnc2ccccn12)NCCc1ccc(F)cc1`?
GC-A act: 3; sPLA2-III inh: -3; FXN GAA850 act: -0.1; ARFGAP1 inh: -5; ADAM10 inh: -8; NPR2 activator: 5; rCAG RNA binder: -1; ASAP1 inh: -5; KLK7 zymogen act: 0.3; DDE Tn6 FP inh: 1

What do the screens show for `Cc1cc(-c2cccs2)c(C#N)c(=S)[nH]1`?
GC-A act: 40*; sPLA2-III inh: 3; FXN GAA850 act: 2.0; ARFGAP1 inh: 5; ADAM10 inh: -3; NPR2 activator: 6; rCAG RNA binder: 2; ASAP1 inh: 4; KLK7 zymogen act: -0.5; DDE Tn6 FP inh: 4

What do the screens show for `CCCC1CCC(c2nc(-c3cccnc3)no2)CC1` (stereo not given)?
GC-A act: -6; sPLA2-III inh: -3; FXN GAA850 act: 3.1; ARFGAP1 inh: -7; ADAM10 inh: 4; NPR2 activator: -9; rCAG RNA binder: -3; ASAP1 inh: 1; KLK7 zymogen act: 0.0; DDE Tn6 FP inh: 1

How did CC(C)OCCCn1c(-c2ccc(Br)cc2)c[nH]c1=S do in these assays?
GC-A act: -2; sPLA2-III inh: 11; FXN GAA850 act: 2.7; ARFGAP1 inh: -1; ADAM10 inh: 2; NPR2 activator: -4; rCAG RNA binder: -2; ASAP1 inh: 5; KLK7 zymogen act: -0.8; DDE Tn6 FP inh: -3

Rows are unselected; overall some 4.5% were active at least once.
